# Source: PubChem BioAssay (several laboratories)
# S1P3 antagonist = S1P3 receptor antagonists, primary screen, cell-based; Sphingosine 1-phosphate receptor 3 (Homo sapiens), Q99500; CHO S1P3 NFAT-BLA reporter, FRET fluorescence, antagonist mode; inhibition, % at 4.98 µM; hit rate 0.27% among 170,000;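 active = inhibition above the plate cutoff, the mean inhibition of test wells on that plate plus 3 SD, cut at about 28% in these data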;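 note: cells challenged with S1P at its EC80 of 0.8 µM; blue over green emission ratio from cleaved BLA substrate after 4 h stimulation; 0% = S1P-stimulated wells and 100% = unstimulated DMSO-only wells; some compounds past the cut are filed as inactive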
# Diaphorase act = compounds boosting diaphorase resazurin reduction – biochemical, uHTS, resorufin fluorescence, counter-screen for diaphorase-coupled primary assays, primary screen | Diaphorase/resazurin coupled assay, 16 min; stronger effect = higher value; 1 = vehicle wells, 0 = NADH-free wells | activation factor at 20 µM | hit rate 0.005% among 190,000 | AID 1229, 2008;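 active = diaphorase activity raised at least twofold by the compound at 20 µM; inactive = activation factor below 2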
#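 Material: Purified diaphorase enzyme from Clostridium kluyveri | Buffer or medium: 50 mM HEPES pH 7.4 with 4.542 mM MgCl2, 0.005% Tween 20 | Times: 16 min enzyme reaction, ambient temperature | Signal: Red resorufin fluorescence at 544/590 nm excitation/emission | Measure: Increased resorufin signal from activators or reducing compounds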
# Diaph inh CS = diaphorase inhibitors and chemical oxidizers, primary screen, counter-screen for diaphorase-coupled primary assays, biochemical, uHTS, resorufin fluorescence; diaphorase resazurin-to-resorufin fluorescence, NADH, 16 min; bacterial (C. kluyveri) enzyme, not human; inhibition, % at 20 µM; hit rate 0.69% among 190,000;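 active = primary screen inhibition at 20 µM above a set limit, cut at about 50% in these data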;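 note: plate controls were DMSO with full reaction for no effect and wells lacking NADH for full effect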
#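 Test system: bacterial diaphorase enzyme (C. kluyveri); Quantity: 0.14 U/mL diaphorase, enzyme working solution; Times: reaction incubation of 16 min at room temperature; Measured by: fluorescence of resorufin formed from resazurin, Ex 544/Em 590 nm; Benchmarks: positive control minus NADH, DMSO neutral control.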
# PMI act satM6P = human PMI activators, high substrate, primary screen, biochemical, fluorescence intensity, near-saturating mannose 6-phosphate; AID 1216, 2008; activation factor at 20 µM; hit rate 0.34% among 190,000; Mannose-6-phosphate isomerase (Homo sapiens), P34949; coupled PMI enzyme assay, resazurin fluorescence, 20 min; stronger effect = higher value; 1 = untreated enzyme, 0 = substrate-free blank;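 active = activation factor of 2 or more at 20 µM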
#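 assay system = human phosphomannose isomerase with PGI, G6PDH, diaphorase coupling enzymes | quantity = 15 ng/mL PMI | incubation = enzyme reaction with compound 20 min at room temperature | medium = HEPES pH 7.4 buffer with MgCl2 and Tween-20 | compound dosing = one concentration, 20 µM, in 1% DMSO | measured by = Diaphorase-driven resazurin-to-resorufin fluorescence, excitation 544, emission 590 nm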
# G6PDH counter = L. mesenteroides G6PDH inhibitors, counter-screen for G6PDH-coupled screening assays, biochemical, Leuconostoc mesenteroides enzyme. hit rate 0.12% among 200,000. glucose-6-phosphate dehydrogenase [Leuconostoc mesenteroides]. Purified L. mesenteroides G6PDH, diaphorase/resazurin coupled fluorescence, 45 min. inhibition, % at 5 µM. AID 1020, 2008
# Redox H2O2 prof = compounds producing H2O2 with reducing agent – biochemical, NIH compound library profiling, artefact control for MLSCN library redox annotation, primary screen. activation, % at 10 µM. hit rate 0.03% among 200,000. DTT-dependent redox cycling H2O2, phenol red/HRP absorbance; 100% = 100 µM peroxide control, 0% = buffer;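 active = activation of at least 50% relative to the plate's high and low controls in the primary single-dose screen; inactive = activation below 50%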;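 note: compound incubated with DTT at 0.8 mM final as the reducing agent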
# L major viab = Leishmania major promastigote growth inhibition, primary screen. hit rate 9% among 200,000. AID 1063, 2008. Leishmania major promastigotes, resazurin fluorescence viability. inhibition, % at 10 µM;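 note: promastigotes grown with compound for 44 hours at 28 °C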
# Hsp70 activator = Hsp70 transcriptional activators, primary screen, cell-based, HeLa, Hsp70 promoter luciferase, luminescence, 10 µM; activation, % at 10 µM; HeLa Hsp70 promoter luciferase reporter; scaled: vehicle 0, proteasome-inhibitor control 100%; hit rate 0.04% among 200,000;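 active = activation above the mean across all tested compounds plus 3 SD, cutoff set per campaign, cut at about 5.5% in these data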;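 note: 100% = MG132 at 30 µM as the positive control and 0% = DMSO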
# PMI act = activators of human PMI, primary screen, biochemical, fluorescence intensity, near-Km mannose 6-phosphate; Mannose-6-phosphate isomerase (Homo sapiens), P34949; purified human PMI, coupled resazurin fluorescence, 20 min; stronger effect = higher value; 1 = vehicle control, 0 substrate-free wells; activation factor at 20 µM; hit rate 0.005% among 190,000;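 active = activation factor of 2 or more at 20 µM, relative to plate controls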
# RAM inhibit = inhibitors of the yeast RAM network, primary screen, dse1pr::URA3 reporter, 5-FOA selection; S. cerevisiae dse1pr::URA3 reporter, 5-FOA growth OD615, 2 d; analog-sensitive cbk1-as2 kinase mutant strain; inhibition, % at 50 µM; AID 868, 2007; hit rate 1.8% among 190,000;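 active = inhibition above a set limit, 3 SD over mean compound inhibition, cut at about 8.4% in these data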;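 note: 0% = DMSO-only wells with no growth and 100% = 10 µM 1-NA-PP1 full growth; inhibition rescues growth on 5-FOA so higher OD means more RAM inhibition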
# TLR4 MyD88 comp = inhibitors of TLR4-MyD88 association in cells, primary screen, cell-based, HeLa CL3-4, BLA complementation, FRET ratio; HeLa CL3-4 TLR4/MyD88 BLA complementation; inhibition, % at 8.4 µM; AID 861, 2007; hit rate 0.18% among 200,000; Toll-like receptor 4 (Homo sapiens) + Myeloid differentiation primary response protein …; in the data active = inhibition above about 25%;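 note: 0% = vehicle and 100% = reference inhibitor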
# Target sequence (O00206 whole entry, looked up): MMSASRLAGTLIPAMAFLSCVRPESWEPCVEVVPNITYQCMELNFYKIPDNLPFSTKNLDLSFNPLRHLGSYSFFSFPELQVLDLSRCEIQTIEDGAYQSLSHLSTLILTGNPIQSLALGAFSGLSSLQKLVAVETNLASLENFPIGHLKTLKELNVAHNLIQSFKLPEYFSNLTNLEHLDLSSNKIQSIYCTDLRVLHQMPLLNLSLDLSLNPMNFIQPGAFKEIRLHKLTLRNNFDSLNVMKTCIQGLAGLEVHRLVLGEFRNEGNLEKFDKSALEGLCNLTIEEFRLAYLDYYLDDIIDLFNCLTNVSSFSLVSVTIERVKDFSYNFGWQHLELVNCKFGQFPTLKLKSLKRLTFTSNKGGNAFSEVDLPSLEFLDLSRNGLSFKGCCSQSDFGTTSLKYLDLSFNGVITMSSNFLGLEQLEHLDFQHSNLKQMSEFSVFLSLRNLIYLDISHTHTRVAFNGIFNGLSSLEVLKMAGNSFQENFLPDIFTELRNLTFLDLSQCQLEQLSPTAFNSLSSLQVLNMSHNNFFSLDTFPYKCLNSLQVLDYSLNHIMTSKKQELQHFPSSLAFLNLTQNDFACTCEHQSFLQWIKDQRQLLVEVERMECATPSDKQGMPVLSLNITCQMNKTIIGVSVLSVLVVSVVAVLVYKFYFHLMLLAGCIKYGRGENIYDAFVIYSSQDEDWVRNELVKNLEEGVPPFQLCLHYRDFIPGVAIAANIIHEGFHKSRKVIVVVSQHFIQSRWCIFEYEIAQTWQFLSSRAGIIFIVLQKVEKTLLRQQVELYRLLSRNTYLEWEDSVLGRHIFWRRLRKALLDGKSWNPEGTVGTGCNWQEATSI
# Target sequence (Q99836 whole entry, looked up): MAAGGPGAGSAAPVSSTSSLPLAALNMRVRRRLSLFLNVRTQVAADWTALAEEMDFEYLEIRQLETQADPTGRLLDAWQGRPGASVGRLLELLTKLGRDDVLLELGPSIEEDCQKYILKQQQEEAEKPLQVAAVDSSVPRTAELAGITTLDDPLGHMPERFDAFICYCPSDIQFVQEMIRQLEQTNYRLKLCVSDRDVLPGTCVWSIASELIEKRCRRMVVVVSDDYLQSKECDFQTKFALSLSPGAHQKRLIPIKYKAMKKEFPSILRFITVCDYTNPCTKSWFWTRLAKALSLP
# Starred values were filed as active, the others as inactive; / = not tested or not shown. Cut-off read from the data, not from the text of the source, unless noted: active = inhibition above about 50%; inactive = the rest.
SMILES,S1P3 antagonist,Diaphorase act,Diaph inh CS,PMI act satM6P,G6PDH counter,Redox H2O2 prof,L major viab,Hsp70 activator,PMI act,RAM inhibit,TLR4 MyD88 comp
O=C(NC(NNc1ccc([N+](=O)[O-])cc1)(C(F)(F)F)C(F)(F)F)c1ccc(Cl)cc1,/,0.5,48.3,1.4,-2.3,0.8,3.6,-0.3,1.1,0.8,-3.7
CCCCCCC(=O)NCC(=O)OCC(=O)c1ccccc1,-26.1,0.9,10.8,1,4.9,-1.7,-7.6,-0.1,1,0.2,-0.1
CC(=O)N1c2c(cc(Br)cc2S(=O)(=O)NCC2COc3ccccc3O2)CC1C (stereo unspecified),/,0.9,11.7,0.8,8.9,2.7,9.0,0.4,0.9,4.5,-5.8
COc1ccc(NC2=C(C(C)=O)C(c3ccc(OC)cc3)C(C(C)=O)C(C)(O)C2)cc1 (stereo unspecified),-6.3,0.9,14.4,0.9,7.8,-0.6,5.0,-0.5,0.9,-0.9,-8.2
COc1cc(CNc2ccc(CNc3ncn[nH]3)cc2)ccc1OCC(=O)NC(C)(C)C,-19.2,0.9,7.1,0.9,6.4,-0.5,-0.7,-0.1,1,1.8,5.9
CCNC(=O)COn1c(SCC(=O)NCC)nc2ccccc2c1=O,/,1,4.8,1,3.4,1.3,0.0,-0.3,1,-0.1,-3.1
C=CCN(CC=C)C(=S)Nc1ccccc1,/,0.8,15.0,0.9,8.5,-5.1,-3.3,0.0,0.9,1.0,-3.5
CC(C)c1nc(-c2c(N)n(C)c(=O)n(C)c2=O)sc1C(=O)C(C)(C)C,5.3,0.9,11.1,0.9,-38.2,0.2,0.4,-0.2,0.9,1.7,12.4
Cc1c(NC(=O)/C(C#N)=C/c2ccc(-c3ccc(Cl)c(Cl)c3)o2)c(=O)n(-c2ccccc2)n1C,0.1,0.8,15.6,0.9,-22.2,-0.1,21.0,-0.3,0.8,7.3,-13.9
Cc1ccccc1C1=NC(C(F)(F)F)(C(F)(F)F)c2c(n(C)c(=O)n(C)c2=O)N1,-1.4,0.9,10.7,1.1,0.1,0.2,-0.9,-0.1,1.1,0.2,-3.3
COc1ccc(-c2csc(NC(=O)COc3ccc(N(C)S(=O)(=O)c4ccc(C)cc4)cc3)n2)cc1,8.7,0.9,8.3,0.9,-21.4,0.4,95.2*,-0.3,0.6,3.8,5.8
N/C(=N\N=C\c1ccc2c(c1)OCO2)c1nonc1N,10.2,0.9,5.9,0.9,-2.0,-0.6,-4.7,0.0,1,1.7,0.0
FC(F)(F)c1cc(C(F)(F)F)c2ccc(N3CCN(c4ccc(Cl)cc4)CC3)nc2n1,/,0.8,16.0,1,11.2,3.7,9.1,-0.4,0.9,1.5,-16.1
Cc1nc2ncnn2c(C)c1CCC(=O)NCCC1=CCCCC1,8.5,1.1,-6.2,1,-4.0,0.4,-0.9,-0.2,1,0.9,-11.6
CCOC(=O)C1=C(c2ccccc2)NC(=S)NC1c1ccc(C)c([N+](=O)[O-])c1 (stereo unspecified),0.4,1,0.0,0.8,-16.0,0.1,42.1,-0.2,0.7,3.4,-2.8
Cc1cc(=O)[nH]c(SCc2cccc3cccnc23)n1,1.1,1,2.4,1,8.0,0.5,-2.0,0.2,1.1,1.0,-1.6
CCOC(=O)C1(Cc2ccccc2Cl)CCN(C(=O)CCn2ccnc2C)CC1,-7.7,1,-3.4,1,5.7,0.1,99.7*,-0.4,1,0.4,-7.0
O=c1c2c(-c3ccc([N+](=O)[O-])cc3)csc2nc2n1CCCCC2,9.7,/,/,/,9.2,-0.7,2.1,0.2,/,1.1,1.4
Cn1c(CSCc2ccc(F)cc2)nnc1SCC(=O)N1CCN(c2ccccc2)CC1,/,0.9,6.9,1,-3.8,-3.8,14.3,-0.5,1,0.8,-3.4
CC(C)=C1C2CCC1C1C(=O)N(c3nc(-c4ccc(C(C)C)cc4)c(C)s3)C(=O)C21 (stereo unspecified),/,0.8,19.8,0.9,-0.6,-3.6,1.1,0.0,1,4.7,4.6
COCCCNC(=O)CN(c1cccc(Cl)c1)S(C)(=O)=O,-43.9,1,0.4,1,14.9,-2.3,-7.5,-0.2,1,0.3,6.4
CC1CCCN(c2ccc(C(=O)Nc3ccc4c(c3)OCO4)cc2[N+](=O)[O-])C1 (stereo unspecified),1.6,0.8,17.8,0.9,-23.6,0.5,97.3*,-0.5,0.8,4.9,-9.1
CCN(CC)S(=O)(=O)c1cccc(-c2nnc(SC(C)C(=O)NCCC3=CCCCC3)o2)c1 (stereo unspecified),3.4,/,/,/,/,-0.5,36.3,-0.3,/,14.0*,0.4
CN1C=CC(=C2C(=O)c3ccccc3C2=O)C=C1,-4.7,0.9,10.4,1,18.3,1.3,-1.3,-0.2,1.1,1.3,-10.6
O=C1NCCN(Cc2ccc(-c3ccccc3)cc2)C1CC(=O)N1CCN(CCO)CC1 (stereo unspecified),12.2,0.9,13.9,0.7,16.1,-1.4,-2.5,-0.1,0.8,-0.3,-5.3

# Molecules listed so far that contain a nitro group on carbon (4):
SMILES,S1P3 antagonist,Diaphorase act,Diaph inh CS,PMI act satM6P,G6PDH counter,Redox H2O2 prof,L major viab,Hsp70 activator,PMI act,RAM inhibit,TLR4 MyD88 comp
O=C(NC(NNc1ccc([N+](=O)[O-])cc1)(C(F)(F)F)C(F)(F)F)c1ccc(Cl)cc1,/,0.5,48.3,1.4,-2.3,0.8,3.6,-0.3,1.1,0.8,-3.7
CCOC(=O)C1=C(c2ccccc2)NC(=S)NC1c1ccc(C)c([N+](=O)[O-])c1 (stereo unspecified),0.4,1,0.0,0.8,-16.0,0.1,42.1,-0.2,0.7,3.4,-2.8
O=c1c2c(-c3ccc([N+](=O)[O-])cc3)csc2nc2n1CCCCC2,9.7,/,/,/,9.2,-0.7,2.1,0.2,/,1.1,1.4
CC1CCCN(c2ccc(C(=O)Nc3ccc4c(c3)OCO4)cc2[N+](=O)[O-])C1 (stereo unspecified),1.6,0.8,17.8,0.9,-23.6,0.5,97.3*,-0.5,0.8,4.9,-9.1

# The main list resumes, starting two compounds before the break.
SMILES,S1P3 antagonist,Diaphorase act,Diaph inh CS,PMI act satM6P,G6PDH counter,Redox H2O2 prof,L major viab,Hsp70 activator,PMI act,RAM inhibit,TLR4 MyD88 comp
CN1C=CC(=C2C(=O)c3ccccc3C2=O)C=C1,-4.7,0.9,10.4,1,18.3,1.3,-1.3,-0.2,1.1,1.3,-10.6
O=C1NCCN(Cc2ccc(-c3ccccc3)cc2)C1CC(=O)N1CCN(CCO)CC1 (stereo unspecified),12.2,0.9,13.9,0.7,16.1,-1.4,-2.5,-0.1,0.8,-0.3,-5.3
O=C(NCC1COc2ccccc2O1)c1ccc(NC(=O)C2CCCO2)cc1 (stereo unspecified),/,1,3.5,1,1.8,-2.4,-1.7,0.4,1,2.1,-0.7
O=C(COC(=O)C1CCCCC1)Nc1ccc(S(=O)(=O)N2CCOCC2)cc1,-5.3,1,-2.1,1.1,-1.6,-0.3,-6.0,-0.2,1.1,1.2,-9.1
COc1cccc(-c2noc(C3CCCN(C(=O)Cc4ccccc4)C3)n2)c1 (stereo unspecified),2.8,0.9,8.8,1,-0.8,-1.9,0.1,-0.3,1,2.9,-9.6
CC(NC(=O)OC(C)(C)C)C(=O)NC(CCC(=O)OCc1ccccc1)C(N)=O (stereo unspecified),-7.6,1,4.2,1.1,-2.6,-0.5,-1.4,-0.2,1.1,0.1,-1.1
C/C(=N\Nc1nc(-c2ccc(C)cc2C)cs1)c1cc2ccccc2oc1=O,-0.1,0.9,7.7,1.1,-7.1,0.1,21.0,-0.3,0.9,2.3,4.3
COC(=O)c1cn(-c2ccccc2)nc1-c1cccnc1,/,0.8,15.5,1,1.1,-1.5,1.8,0.0,1,0.1,5.8
COc1cccc(-c2nnc(SCc3nc4ccccc4[nH]3)n2N)c1,-23.5,0.9,5.8,1.1,8.4,1.1,-4.5,-0.3,1.1,0.8,0.1
COc1ccc2cc(CN(Cc3cccs3)Cc3nnnn3Cc3ccccc3)c(=O)[nH]c2c1,/,0.8,22.8,0.9,6.2,-0.7,21.4,-0.1,0.9,3.7,-3.9
CSc1nc(=NC(C)=O)ss1,-4.6,1,4.2,0.9,24.6,-3.2,21.8,-0.3,0.5,0.5,-8.2
CC(C)(C)c1nc(S(=O)(=O)c2ccc(Cl)cc2)c(N2CCOCC2)o1,/,1,1.7,2.1*,7.3,7.2,-7.1,-0.3,1.6,0.7,8.3
O=C(N/N=C/C1CC2CCC1C2)c1ccc2c(c1)OCO2 (stereo unspecified),2.7,0.9,8.8,1,6.0,0.2,-12.4,0.1,0.9,0.8,-8.1
O=[n+]1c2c(n([O-])c3cc(Br)ccc31)CCC2,-18.1,0.8,21.0,0.9,12.3,3.4,-7.0,-0.2,1,2.9,2.4
O=c1c2cc(N3CCOCC3)ccc2[nH]c(=S)n1Cc1ccccc1Cl,-0.7,0.9,5.3,1,-0.6,0.1,-0.6,-0.3,1.2,8.5*,0.5
O=C(NCc1ccon1)c1ccc(OC2CCN(CCc3ccccc3)CC2)cc1,8.5,1,3.1,1.1,-2.0,-0.3,-2.9,-0.1,1.1,-0.5,-1.6
CC(C(=O)NC1CCCC1)N(C(=O)c1ccc(-c2ccccc2)[nH]1)c1ccccc1F (stereo unspecified),/,0.8,20.3,0.9,8.5,1.9,17.9,-0.2,0.8,3.0,3.2
Cc1nnc(NCc2ccco2)c2ccccc12,-31.8,0.8,15.0,1,3.8,0.2,29.9,-0.4,1,1.5,-8.0
